tim10-1 inh = tim10-1 yeast growth inhibition; S. cerevisiae tim10-1 ts strain growth, BacTiter-Glo, 24 h; hit rate 2.2% among 330,000; inhibition, % at 20 µM;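 active means inhibition of at least 40%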;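 further: mutant grown at 25 °C; 0% = DMSO wells with yeast and 100% = wells holding no yeast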
NLRP3 yeast inh = NALP3 inhibition in yeast | hit rate 0.39% among 330,000 | Yeast reconstituted NLRP3/ASC/caspase-1, beta-gal luminescence, 24 h | inhibition, % at 10 µM;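 active means inhibition of 50% or more; inactive means inhibition below 50%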;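 further: plate controls were induced DMSO wells for no effect and uninduced yeast grown without galactose for full effect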
mIAP act = increases mouse intestinal alkaline phosphatase activity; muIAP, CDP-Star luminescence, 30 min; active compounds read high; 1 = vehicle-only enzyme signal, 0 = enzyme-free wells; activation factor at 10 µM; hit rate 0.24% among 330,000;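 active means activation factor of at least 2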; further: the source names both 10 and 20 µM as test concentration; values of inactives mirror those of a sister screen read the other way
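System: mouse IAP enzyme. Reagent: CDP-Star chemiluminescent phosphatase substrate. Benchmarks: DMSO wells, no-enzyme wells. Times: 30 min enzyme-substrate-compound incubation at room temperature. Detection: luminescence from enzymatic CDP-Star hydrolysis. Doses: test compounds delivered from DMSO solution.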
hIAP activ = increases human intestinal alkaline phosphatase activity; activation factor at 10 µM; P09923; purified human IAP, CDP-Star luminescence, 30 min; active compounds read high; 1 = vehicle-only enzyme, 0 = enzyme-free background; AID 2524; hit rate 0.16% among 330,000;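 active means activation factor of the enzyme at least 2-fold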; further: the source names both 10 and 20 µM as test concentration; values of inactives mirror those of a sister screen read the other way
mIAP inh = blocks mouse intestinal alkaline phosphatase; inhibition, % at 10 µM; AID 2806; purified mouse IAP, CDP-Star luminescence, 30 min; hit rate 0.2% among 330,000;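 active means inhibition of at least 40% at 10 µM in the primary screen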;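 further: plate controls were DMSO with enzyme for no effect and no enzyme wells for full effect; values of inactives mirror those of a sister screen read the other way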
TIM10 inh = TIM10 yeast growth inhibition | S. cerevisiae TIM10 strain growth, BacTiter-Glo luminescence, 24 h | inhibition, % at 10 µM | hit rate 1.4% among 330,000;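 active means inhibition of 40% or more at the single tested concentration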;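 further: wild-type TIM10 isogenic control strain grown at permissive 25 °C; 0% = DMSO yeast wells and 100% = minimal medium wells without yeast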
ATG4B inh = inhibitors of human ATG4B cysteine protease | Q9Y4P1 | ATG4B cleavage of LC3-PLA2, NBD-HPC fluorescence, 1 h | inhibition, % at 8.33 µM | hit rate 0.51% among 340,000 | AID 504462; in the data active means inhibition above about 40%
Apaf1 inhib = inhibitors of human Apaf-1 apoptosome | inhibition, % at 20 µM | reconstituted apoptosome caspase-3 activity, DEVD-Rh110 fluorescence | AID 489030 | hit rate 0.71% among 330,000 | O14727; active means inhibition of at least 40% at 20 µM;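 further: plate controls were DMSO wells for no effect and DEVD-CHO caspase inhibitor wells for full effect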
Target sequence (O14727 whole entry, looked up): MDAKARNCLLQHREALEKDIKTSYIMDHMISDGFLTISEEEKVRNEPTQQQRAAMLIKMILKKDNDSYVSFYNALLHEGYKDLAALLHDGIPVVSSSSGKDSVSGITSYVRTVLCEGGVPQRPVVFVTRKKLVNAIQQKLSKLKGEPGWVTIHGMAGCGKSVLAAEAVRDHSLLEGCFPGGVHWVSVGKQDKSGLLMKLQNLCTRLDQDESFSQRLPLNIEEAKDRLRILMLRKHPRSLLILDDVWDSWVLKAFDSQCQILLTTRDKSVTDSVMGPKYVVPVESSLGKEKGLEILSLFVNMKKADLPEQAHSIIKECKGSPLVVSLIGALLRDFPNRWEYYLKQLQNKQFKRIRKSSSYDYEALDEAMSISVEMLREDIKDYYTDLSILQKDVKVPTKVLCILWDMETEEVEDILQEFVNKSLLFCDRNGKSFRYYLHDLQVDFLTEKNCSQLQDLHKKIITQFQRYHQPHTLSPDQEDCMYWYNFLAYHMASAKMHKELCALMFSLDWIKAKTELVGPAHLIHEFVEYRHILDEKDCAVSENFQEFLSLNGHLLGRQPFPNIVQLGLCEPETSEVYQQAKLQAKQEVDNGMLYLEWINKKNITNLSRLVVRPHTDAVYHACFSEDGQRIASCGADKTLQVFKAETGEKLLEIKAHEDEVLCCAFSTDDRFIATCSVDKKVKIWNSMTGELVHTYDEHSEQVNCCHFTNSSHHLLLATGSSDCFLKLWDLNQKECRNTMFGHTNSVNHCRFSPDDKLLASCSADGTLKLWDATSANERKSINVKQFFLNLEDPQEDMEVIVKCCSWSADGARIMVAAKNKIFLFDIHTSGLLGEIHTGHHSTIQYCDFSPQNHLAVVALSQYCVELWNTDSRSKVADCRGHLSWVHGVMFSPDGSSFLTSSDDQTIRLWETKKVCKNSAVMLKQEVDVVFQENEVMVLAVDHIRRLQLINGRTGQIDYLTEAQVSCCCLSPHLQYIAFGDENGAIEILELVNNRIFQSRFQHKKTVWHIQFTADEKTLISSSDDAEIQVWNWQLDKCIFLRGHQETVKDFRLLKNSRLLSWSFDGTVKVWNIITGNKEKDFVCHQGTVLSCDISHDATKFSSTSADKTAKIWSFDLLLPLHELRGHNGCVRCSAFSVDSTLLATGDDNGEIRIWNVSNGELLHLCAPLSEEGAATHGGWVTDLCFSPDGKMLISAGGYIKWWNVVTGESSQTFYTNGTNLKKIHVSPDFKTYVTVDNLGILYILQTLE
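Material: reconstituted apoptosome with Apaf-1, cytochrome c, caspase-9, procaspase-3, dATP. Technique: Rh110 fluorescence intensity. Buffer or medium: pH 7.5 Hepes buffer with CHAPS, BSA, DTT. Times: 30 min plus 50 min, RT.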
hIAP block = human IAP inhibition. purified IAP, CDP-Star luminescence, 30 min. hit rate 0.12% among 330,000. P09923. inhibition, % at 10 µM;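 active means inhibition reaching a set limit with compound at 10 µM in the primary screen, cut at about 35% in these data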;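 further: plate controls were DMSO wells with enzyme for no effect and no-enzyme buffer wells for full effect; values of inactives mirror those of a sister screen read the other way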
Numbers without * were called inactive.

molecule	tim10-1 inh	NLRP3 yeast inh	mIAP act	hIAP activ	mIAP inh	TIM10 inh	ATG4B inh	Apaf1 inhib	hIAP block
O=S(=O)(NC1CCCc2ccccc21)c1cnc[nH]1 (centres undefined)	9.8	-8.8	0.827	0.837	17.3	1.8	-10.7	-13.3	16.3
O=C(NC(Cc1ccccc1)c1nc2ccccc2[nH]1)c1ccc(Cl)c([N+](=O)[O-])c1 (centres undefined)	4.1	-2.8	0.845	0.957	15.5	9.6	3.5	15.6	4.3
Cc1ccc(S(=O)(=O)/C=C/c2ccccc2)cc1	47.9*	21.6	0.961	0.94	3.9	18.4	4.3	-2.2	6.0
CC(Sc1nnnn1-c1ccc(O)cc1)c1nc2ccccc2c(=O)[nH]1 (centres undefined)	13.8	-13.9	0.96	0.955	4.0	-7.5	-3.2	-13.4	4.5
O=C(N/N=C/c1cccc(O)c1)c1cc(-c2ccc3c(c2)OCO3)n[nH]1	-4.2	19.9	0.913	1.06	8.7	14.8	-10.1	14.3	-5.7
O=C(N/N=C\CCc1ccccc1)c1ccco1	-14.5	4.6	0.983	1.09	1.7	-8.4	-5.0	13.8	-8.9
Cn1c(N)c(C(=O)COC(=O)C2(c3cccc(F)c3)CCCC2)c(=O)n(C)c1=O	10.0	-7.3	1.02	1.19	-2.1	-2.4	-19.9	10.3	-18.5
Cc1ccc(N(C(C)C(=O)N2CCC(C)CC2)S(C)(=O)=O)cc1C (centres undefined)	6.5	-12.5	1.15	1.13	-14.5	5.4	-8.4	-15.9	-12.6
c1ccc(N2CCN(C3CC4CCC3C4)CC2)cc1 (centres undefined)	-20.0	20.1	0.968	0.979	3.2	-13.3	2.6	0.2	2.1
COc1ccc(N(C(=O)CNC(=O)c2ccco2)C(C(=O)NCC2CCCO2)c2ccc(OC)c(OC)c2)cc1 (centres undefined)	2.3	13.3	1.06	1.09	-6.4	-3.9	-2.2	17.3	-9.3
Cc1csc(CN(C)C(=O)C2CCC(=O)N(CCCc3ccccc3)C2)n1 (centres undefined)	10.9	9.4	0.967	1.07	3.3	6.8	-3.3	2.7	-7.2
COc1ccccc1N1CCN(C(=S)Nc2ccc3nc(N4CCOCC4)cc(C)c3c2)CC1	34.1	21.2	1.01	1.12	-0.6	16.9	-19.8	6.3	-12.4
Cc1cccc(N2CC(C(=O)Nc3nnc(SCCC4OCCO4)s3)CC2=O)c1 (centres undefined)	6.6	2.3	0.897	0.948	10.3	8.1	-2.5	23.2	5.2
N#Cc1c2ccccc2nc2ccccc12	-13.9	28.5	1.01	0.837	-1.3	-3.0	-2.0	0.6	16.3
Cc1cc(OCC(=O)N(C)C2CCCCC2)ccc1Cl	23.1	12.3	1.02	1.03	-1.8	-1.7	-0.8	15.3	-3.4

Next records follow:
molecule	tim10-1 inh	NLRP3 yeast inh	mIAP act	hIAP activ	mIAP inh	TIM10 inh	ATG4B inh	Apaf1 inhib	hIAP block
CC(CCc1ccccc1)NC(=O)CC(C)c1ccccc1 (centres undefined)	8.3	13.8	0.94	1.27	6.0	14.4	-2.5	-11.9	-26.9
COc1cc(/C=N/NC(=O)c2ccc3nc[nH]c3c2)cc(OC)c1OC	-6.4	20.1	0.89	0.938	11.0	7.1	-2.2	-7.6	6.2
COc1cc(C(=O)Nc2ccccc2N2CCOCC2)ccc1OCC(=O)N1CCOCC1	7.0	10.4	0.923	1.15	7.7	3.8	2.6	5.1	-14.9
c1ccc(-c2ccc(SCc3cccnc3)nn2)nc1	16.2	-5.8	0.976	1.02	2.4	6.0	-0.9	-16.7	-1.8
Cc1cccc2cc(CN(Cc3ccccc3)C(=O)c3cccc(F)c3)c(Cl)nc12	32.3	10.3	0.899	0.871	10.1	23.2	0.6	12.8	12.9
CCOC(=O)NCN1C(=O)C2C3C=CC(C3)C2C1=O (centres undefined)	-13.2	-2.5	1.09	0.918	-8.9	-5.5	-0.3	0.8	8.2
Clc1ccc(-c2nnc(CSc3nnc(-c4cccs4)n3Cc3ccccc3)o2)cc1	14.5	-2.7	0.876	1.12	12.4	19.4	39.2	16.6	-12.4
CCc1ccc(C(=O)NNC(=O)c2ccc(OCC(=O)N3CCOCC3)c(OC)c2)cc1	-10.8	20.4	0.976	1.03	2.4	2.5	-5.6	3.1	-3.3
CCCCC/C(=N\NC(=O)Nc1ccccc1)c1ccccc1	22.1	23.1	1.11	1.1	-10.8	18.5	-6.9	13.8	-10.2
Cc1nc(N2CCOCC2)c2oc3ccccc3c2n1	19.8	-0.9	0.93	0.975	7.0	4.5	1.6	-7.2	2.5
C/C(=N\Nc1ncc(Cl)cc1Cl)c1ccc(N2CCOCC2)cc1	18.9	9.4	1.16	1.05	-16.0	-4.0	3.8	15.7	-4.9
CCOc1ccc(NC(=S)NCCCN2CCOCC2)cc1	2.9	10.3	1.06	1.06	-5.9	12.9	-8.0	0.8	-5.7
N#C/C(=C\c1ccc(F)c(F)c1)C(=O)NC1CCCCC1	51.8*	3.1	0.924	0.896	7.6	64.7*	4.8	6.2	10.4
COc1ccccc1CNC(=O)COC(=O)Cc1ccc(Cl)cc1	20.8	-6.7	0.905	0.915	9.5	-12.4	-2.1	-4.6	8.5
Cc1ccc(CN2CCC(N3CC(C)OC(C)C3)CC2)cc1 (centres undefined)	-34.6	21.4	0.994	1.05	0.6	-1.2	-1.2	-1.8	-5.1

Continued.
molecule	tim10-1 inh	NLRP3 yeast inh	mIAP act	hIAP activ	mIAP inh	TIM10 inh	ATG4B inh	Apaf1 inhib	hIAP block
Cn1c(=O)c2cc(S(=O)(=O)NCCC(=O)NCCc3ccc(Cl)cc3)ccc2n(C)c1=O	-6.0	-1.5	0.943	1.05	5.7	9.6	-6.9	-2.5	-5.3
COc1ccc2oc(C(=O)OCC(=O)N(C)CC(=O)Nc3ccc(F)cc3)c(C)c2c1	16.0	3.5	1.02	1.13	-1.7	3.2	-12.7	15.2	-13.3
O=C1CC(Nc2ccc(N3CCOCC3)cc2)C(=O)N1C1CCCCC1 (centres undefined)	0.6	19.4	1	1.06	-0.3	0.7	-2.9	4.0	-6.1
CC(=O)c1cccc(NC(=O)CC2S/C(=N/N=C3CCCCCC3)NC2=O)c1 (centres undefined)	4.5	12.3	0.963	1.09	3.7	-7.5	2.9	7.6	-8.7
N#Cc1ccc(CSc2ncnc3c2cnn3Cc2ccccc2)cc1	26.8	33.7	1	1.09	0.0	-17.0	-10.9	20.5	-8.7
Cc1cc(C)n(CCc2nc(-c3ccc(C(C)(C)C)cc3)cs2)n1	33.6	13.0	0.953	0.93	4.7	36.8	11.8	8.8	7.0
CSC(=NC#N)N1CCN(c2c(C)cccc2C)CC1	34.0	30.7	0.944	1.04	5.6	8.9	24.7	9.8	-4.0
CCn1c(CSCc2ccc(Cl)cc2)n[nH]c1=S	15.2	26.4	0.94	1.03	6.0	8.1	-2.1	7.4	-3.4
Cn1c(=O)cc(OCCCC(=O)NCCCN2CCN(Cc3ccccc3)CC2)c2ccccc21	11.0	-3.8	0.97	1.01	3.0	4.7	8.1	0.9	-0.6
O=C(c1c(F)cccc1F)N1CCC(O)(c2ccc(F)cc2)CC1	-16.6	24.2	1.05	0.899	-4.6	-3.4	0.5	0.8	10.1
COC(=O)c1ccccc1NC(=O)CSc1nnc(-c2cccc(NC(C)=O)c2)n1C	16.5	-0.6	0.992	0.985	0.8	0.5	-4.4	2.2	1.5
CCC1=C(OC(=O)N(CC)CC)N2C(=O)OC(=NCCc3c[nH]c4ccccc34)[C@]2(Cc2ccccc2)[C@H]2C1=CC[C@H]1C(=O)N(CC(=O)OC)C(=O)[C@H]12	19.3	19.8	1	1.04	0.0	16.6	5.5	19.5	-4.3
O=C(c1ccc([N+](=O)[O-])cc1)N1CCSC1c1cccc(Cl)c1 (centres undefined)	-6.7	-0.1	0.936	0.947	6.4	-15.5	4.7	9.8	5.3
CSc1nc(Cl)cc(N(CCO)CCO)n1	-7.7	11.7	1	0.969	-0.2	-12.8	3.9	-9.4	3.1
CCOC(=O)c1c(C)n(-c2ccc(C)cc2)c2c(CC(C)=O)c(Br)c(OC)c(O)c12	10.4	19.4	1.06	1.12	-6.5	-3.8	6.2	-4.8	-12.5
COC(=O)C1=C(O)CSC1=Nc1cccc(C(F)(F)F)c1	34.8	-10.6	1.05	0.821	-4.8	25.8	0.3	-6.2	17.9
Cc1cc(NC(=O)CCS(=O)(=O)c2nc(-c3ccccc3)cc(C(F)(F)F)n2)no1	35.5	5.7	0.912	1.05	8.8	25.1	-3.8	4.3	-4.7

Pulled by structure from above:
molecule	tim10-1 inh	NLRP3 yeast inh	mIAP act	hIAP activ	mIAP inh	TIM10 inh	ATG4B inh	Apaf1 inhib	hIAP block
COc1ccc2oc(C(=O)OCC(=O)N(C)CC(=O)Nc3ccc(F)cc3)c(C)c2c1	16.0	3.5	1.02	1.13	-1.7	3.2	-12.7	15.2	-13.3
Cn1c(=O)c2cc(S(=O)(=O)NCCC(=O)NCCc3ccc(Cl)cc3)ccc2n(C)c1=O	-6.0	-1.5	0.943	1.05	5.7	9.6	-6.9	-2.5	-5.3

Three of these compounds in a different format:
> CC(=O)c1cccc(NC(=O)CC2S/C(=N/N=C3CCCCCC3)NC2=O)c1 (centres undefined)
  tim10-1 inh = 4.5
  NLRP3 yeast inh = 12.3
  mIAP act = 0.963
  hIAP activ = 1.09
  mIAP inh = 3.7
  TIM10 inh = -7.5
  ATG4B inh = 2.9
  Apaf1 inhib = 7.6
  hIAP block = -8.7
> Cc1cc(NC(=O)CCS(=O)(=O)c2nc(-c3ccccc3)cc(C(F)(F)F)n2)no1
  tim10-1 inh = 35.5
  NLRP3 yeast inh = 5.7
  mIAP act = 0.912
  hIAP activ = 1.05
  mIAP inh = 8.8
  TIM10 inh = 25.1
  ATG4B inh = -3.8
  Apaf1 inhib = 4.3
  hIAP block = -4.7
> N#Cc1ccc(CSc2ncnc3c2cnn3Cc2ccccc2)cc1
  tim10-1 inh = 26.8
  NLRP3 yeast inh = 33.7
  mIAP act = 1
  hIAP activ = 1.09
  mIAP inh = 0.0
  TIM10 inh = -17.0
  ATG4B inh = -10.9
  Apaf1 inhib = 20.5
  hIAP block = -8.7

Assay outcomes: PubChem, Sanford-Burnham Center for Chemical Genomics
